West Nile virus CPE – inhibition of WNV-induced cytopathic effect – cell-based, CPE readout (AID 1621); West Nile virus-infected cells, CPE inhibition; higher % means a stronger effect; CPE inhibition, % at 10 µM; hits with a dose series show IC50 in µM; hit rate 0.02% among 290,000; in the data active = a potency from the dose series; also: strong numbers were not always called active
HIV peptide binding – inhibitors of HIV fusion peptide binding, primary screen, biochemical, uHTS, fluorescence dequenching (AID 1986); cell-free peptide binding, fluorescence dequenching, 30 min; higher % means a stronger effect; inhibition, % at 20 µM; hits with a dose series show IC50 in µM; hit rate 0.3% among 290,000; in the data active = inhibition mostly above about 52%, no sharp cut-off; inactive = mostly below about 76%; also: some results filed as inactive read as strong as hits
NOD1 NF-kB reporter – inhibition of NOD1-driven NF-kB reporter – cell-based, luminescence, uHTS, primary screen (AID 1578). NOD1-driven NF-kB luciferase reporter cells, luminescence; higher % means a stronger effect. one-dose inhibition, % at 4 µM; EC50 in µM for titrated hits. hit rate 1% among 290,000; in the data active = inhibition mostly above about 36%, no sharp cut-off; inactive = mostly below about 34%;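 also: HEK-293T reporter cells stimulated with the NOD1 agonist gamma-tri-DAP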
GPR35 arrestin U2OS – inhibition of zaprinast-stimulated GPR35 beta-arrestin translocation – imaging, U2OS, beta-arrestin-GFP, zaprinast agonist, primary screen (AID 2058); U2OS GPR35 beta-arrestin-GFP translocation imaging, zaprinast antagonism; higher % means a stronger effect; hit rate 0.052% among 290,000; one-dose inhibition, % at 10 µM; IC50 in µM for titrated hits;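 active = inhibition of at least 50% with at least 30 cells and total cytoplasm GFP at most 10,000,000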
KOR beta-arrestin-1 – KOR agonists, beta-arrestin recruitment, primary screen, cell-based, luminescence, uHTS (AID 1777); KOR beta-arrestin recruitment, luminescence; higher % means a stronger effect; one-dose activation, % at 10 µM; EC50 in µM for titrated hits; hit rate 0.02% among 280,000; in the data active = activation above about 50%, passing the limit was not always enough; also: a part of the inactive calls stands beside numbers as strong as those of hits
Dengue-2 NS5 capping – Dengue-2 NS5 methyltransferase inhibitors, primary screen, biochemical, confirmation dose response (AID 588689); inhibition, % at 25 µM; hits with a dose series show IC50 in µM; Dengue-2 NS5 methyltransferase capping enzyme assay, biochemical; higher % means a stronger effect; hit rate 0.3% among 340,000; in the data active = a potency from the dose series
KOR beta-arrestin-2 – kappa opioid receptor blockers – cell-based, luminescence, uHTS (AID 1778); KOR beta-arrestin recruitment, luminescence, antagonist mode; higher % means a stronger effect; one-dose inhibition, % at 10 µM; IC50 in µM for titrated hits; hit rate 0.091% among 290,000; in the data active = inhibition above about 50%; also: strong numbers were not always called active
GPR55 beta-arrestin – selective activators of receptor GPR55 – imaging, U2OS cells, beta-arrestin-GFP redistribution, primary screen (AID 1961). U2OS GPR55 beta-arrestin-GFP redistribution imaging; higher % means a stronger effect. activation, % at 10 µM; hits with a dose series show EC50 in µM. hit rate 0.048% among 290,000;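 active = activation above 40% with more than 50 cells counted in the well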;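 also: U2OS osteosarcoma cells stably expressing GPR55 and beta-arrestin-GFP; plate controls were DMSO negative control for no effect and LPI positive control for full effect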
GPR55 antagonists – inhibition of LPI-stimulated GPR55 beta-arrestin translocation – imaging, U2OS, beta-arrestin-GFP, LPI agonist, primary screen (AID 2013). inhibition, % at 10 µM, or IC50 in µM where a hit was titrated. U2OS GPR55 beta-arrestin-GFP translocation imaging, LPI antagonism; higher % means a stronger effect. hit rate 0.13% among 290,000;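 active = spots per cell inhibited over 60%, with over 100 cells counted and total cytoplasm intensity under 500,000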;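 also: U2OS cells stably carrying GPR55 and arrestin-GFP stimulated by 5 µM LPI near EC80; imaged beta-arrestin-GFP aggregate spots per cell after agonist stimulation; plate controls were LPI-stimulated DMSO wells for no effect and DMSO wells without LPI for full effect; some results filed as inactive read as strong as hits; confirmed hits need IC50 under 10 µM and bright autofluorescent wells are also inconclusive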
Dengue-2 NS5 capping pilot replicate – recorded beside Dengue-2 NS5 capping, whose call it bears; inhibition, %; measured here: pilot screen replicate inhibition
* hit, by the source's call; nt = no result given.

SMILES	West Nile virus CPE	HIV peptide binding	NOD1 NF-kB reporter	GPR35 arrestin U2OS	KOR beta-arrestin-1	Dengue-2 NS5 capping	KOR beta-arrestin-2	GPR55 beta-arrestin	GPR55 antagonists	others
Cc1csc(NC(=O)c2cc(-c3ccccc3)nc3ccccc23)n1	1.2%	0.6%	-32%	17%	0.8%	-1%	-21%	1.9%	10%
Cc1cc(OC(C)C(=O)NCCCN2CCCC2=O)c2c(C)c(C)c(=O)oc2c1 (stereo unspecified)	1.8%	-0.1%	-28%	15%	-1.1%	3%	-4%	-0.2%	3%
COc1ccc(N(C)S(=O)(=O)c2cccc(C(=O)NC3CCCCC3C)c2)cc1 (stereo unspecified)	-1.5%	-0.8%	-46%	2%	0.8%	-4%	1%	0.0%	0%
[O-]/C(=C(\C(=S)NCc1ccco1)[n+]1ccccc1)c1ccccc1Br	0.0%	35%	0%	-8%	-2.9%	nt	35%	0.0%	14%
O=C(NN1CCOCC1)c1cccc(COc2cccc(Br)c2)c1	-2.0%	-2.1%	-53%	-7%	0.2%	nt	-21%	-0.4%	-2%
O=[N+]([O-])c1cccnc1N1CCOCC1	0.3%	1.6%	-23%	5%	4.5%	-9%	-12%	0.4%	9%
Cc1cccc(C)c1N1C(=O)[C@@H]2C(c3ccccc3Cl)=NO[C@@H]2C1=O	0.1%	-1.3%	2%	-2%	0.2%	1%	28%	0.0%	8%
Cc1oc(C(=O)O)cc1COc1ccc2c(C)cc(=O)oc2c1	0.6%	9.8%	-19%	-11%	-3.6%	1%	0%	0.3%	9%
O=C(Nc1ccccc1C(=O)N1CCOCC1)c1ccco1	0.2%	-2.3%	-3%	18%	-1.4%	0%	26%	-0.2%	4%
COC(=O)CSc1nnc(CNC(=O)c2ccc(OC)cc2OC)n1C	0.1%	-0.3%	-2%	-6%	-2.4%	-8%	9%	1.0%	3%
O=P(c1cccs1)(c1cccs1)c1cccs1	-0.3%	3.2%	-11%	2%	0.4%	1%	23%	-0.2%	-2%	Dengue-2 NS5 capping pilot replicate=-3.0
O=C(N/N=C/c1cc(Cl)ccc1O)c1ccc(Br)cc1	2.7%	1.8%	-6%	-18%	5.4%	-4%	-27%	-0.1%	-4%

The final two entries of the part before open the next one:
SMILES	West Nile virus CPE	HIV peptide binding	NOD1 NF-kB reporter	GPR35 arrestin U2OS	KOR beta-arrestin-1	Dengue-2 NS5 capping	KOR beta-arrestin-2	GPR55 beta-arrestin	GPR55 antagonists	others
O=P(c1cccs1)(c1cccs1)c1cccs1	-0.3%	3.2%	-11%	2%	0.4%	1%	23%	-0.2%	-2%	Dengue-2 NS5 capping pilot replicate=-3.0
O=C(N/N=C/c1cc(Cl)ccc1O)c1ccc(Br)cc1	2.7%	1.8%	-6%	-18%	5.4%	-4%	-27%	-0.1%	-4%
CC(C)NC(=O)NC(=O)COc1ncnc2sccc12	0.0%	6.3%	3%	1%	9.5%	2%	-41%	0.7%	-5%
CCCCCCCCCCCC(=O)NC(C(=O)O)C(O)c1ccccc1 (stereo unspecified)	-0.4%	42%	55%*	6%	3.5%	2%	-5%	0.2%	-13%
COC(=O)c1ccc(CSCc2ccc(C(=O)OC)o2)o1	0.1%	-0.5%	4%	-10%	1.7%	-9%	-29%	0.0%	-5%
COC(=O)Cn1c(CN2CCC(Cc3ccccc3)CC2)nc2c1c(=O)n(C)c(=O)n2C	1.0%	-1.8%	-5%	1%	-2.5%	0%	-39%	0.2%	6%
Cc1c(-c2ccn[nH]2)cc(NC(=O)c2ccc(Cl)cc2)c(=O)n1N	1.2%	-1.4%	-33%	-7%	-0.1%	nt	-26%	0.7%	15%
CCC(=O)NC(NC(=O)CC)C(Cl)Cl	0.1%	0.6%	10%	-1%	3.3%	-9%	-15%	-0.1%	12%
CCOC(=O)NCC(C)(C)CNC(=O)OCC	0.3%	0.8%	-9%	-2%	-2.7%	-8%	26%	0.2%	-4%
Cn1ccnc1C(=O)c1cc(SCC(=O)NC2CC2)nc2ccccc12	-0.4%	1.3%	-47%	6%	0.3%	1%	-16%	-0.4%	-14%
Cc1ccc(S(=O)(=O)N2CCC(C(=O)NCCN3CCCCCC3)CC2)cc1	-0.3%	-0.8%	-6%	-2%	-1.8%	-6%	8%	-0.2%	6%
Oc1ccc(/C=N/Nc2ncc(Cl)cc2Cl)cc1	0.6%	0.9%	-4%	0%	-0.8%	5%	0%	0.0%	4%

12 neighbouring compounds out of the list so far:
SMILES	West Nile virus CPE	HIV peptide binding	NOD1 NF-kB reporter	GPR35 arrestin U2OS	KOR beta-arrestin-1	Dengue-2 NS5 capping	KOR beta-arrestin-2	GPR55 beta-arrestin	GPR55 antagonists	others
O=P(c1cccs1)(c1cccs1)c1cccs1	-0.3%	3.2%	-11%	2%	0.4%	1%	23%	-0.2%	-2%	Dengue-2 NS5 capping pilot replicate=-3.0
O=C(N/N=C/c1cc(Cl)ccc1O)c1ccc(Br)cc1	2.7%	1.8%	-6%	-18%	5.4%	-4%	-27%	-0.1%	-4%
CC(C)NC(=O)NC(=O)COc1ncnc2sccc12	0.0%	6.3%	3%	1%	9.5%	2%	-41%	0.7%	-5%
CCCCCCCCCCCC(=O)NC(C(=O)O)C(O)c1ccccc1 (stereo unspecified)	-0.4%	42%	55%*	6%	3.5%	2%	-5%	0.2%	-13%
COC(=O)c1ccc(CSCc2ccc(C(=O)OC)o2)o1	0.1%	-0.5%	4%	-10%	1.7%	-9%	-29%	0.0%	-5%
COC(=O)Cn1c(CN2CCC(Cc3ccccc3)CC2)nc2c1c(=O)n(C)c(=O)n2C	1.0%	-1.8%	-5%	1%	-2.5%	0%	-39%	0.2%	6%
Cc1c(-c2ccn[nH]2)cc(NC(=O)c2ccc(Cl)cc2)c(=O)n1N	1.2%	-1.4%	-33%	-7%	-0.1%	nt	-26%	0.7%	15%
CCC(=O)NC(NC(=O)CC)C(Cl)Cl	0.1%	0.6%	10%	-1%	3.3%	-9%	-15%	-0.1%	12%
CCOC(=O)NCC(C)(C)CNC(=O)OCC	0.3%	0.8%	-9%	-2%	-2.7%	-8%	26%	0.2%	-4%
Cn1ccnc1C(=O)c1cc(SCC(=O)NC2CC2)nc2ccccc12	-0.4%	1.3%	-47%	6%	0.3%	1%	-16%	-0.4%	-14%
Cc1ccc(S(=O)(=O)N2CCC(C(=O)NCCN3CCCCCC3)CC2)cc1	-0.3%	-0.8%	-6%	-2%	-1.8%	-6%	8%	-0.2%	6%
Oc1ccc(/C=N/Nc2ncc(Cl)cc2Cl)cc1	0.6%	0.9%	-4%	0%	-0.8%	5%	0%	0.0%	4%

From PubChem BioAssay

Only part of the results is shown, so the mix of outcomes need not match the whole.
